Pf growth 96h: P. falciparum growth inhibition at 96 hours; P. falciparum luciferase reporter growth, 96 h; Potency, µM (titrated, usually from 28.7 µM), without a hit: at the highest dose activity change, negative = inhibition, usual class: inhibitors; 320,000 tested, 6.9% active; AID 504834; note: potency is the fitted concentration of half-maximal effect; % is set by controls: 0 for no effect and ±100 for the full control effect
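96 h incubation, 37 C, 5% CO2, of luciferase-reporter P. falciparum-infected RBCs (2% hematocrit, 0.05% parasitemia final) with test compounds; endpoint luminescence.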
HCV inh: HCV inhibition; 340,000 tested, 3.4% active; AID 651820; Potency, µM (doses to about 41.8 µM), for inactives: at the highest dose activity change, negative = inhibition, most hits filed as inhibitors; Huh7.5.1 HCVcc-Cre infection, luciferase reporter, 44 h; note: potency is the fitted concentration of half-maximal effect; % is set by controls: 0 for no effect and ±100 for the full control effect
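Whole-lifecycle infectious HCVcc-Cre system; cells 1,000/well, compound then virus (~0.5 moi) added 4 h after plating, 44 h culture. Luciferase read 15 sec following 15 min substrate incubation, room temp.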
Pf growth 48h: inhibits P. falciparum growth in the first generation, 48 h. 310,000 tested, 5.9% active. P. falciparum luciferase growth in erythrocytes, 48 h. Potency, µM (doses to about 28.7 µM), inactives show at the top dose activity change, negative = inhibition, actives largely listed as inhibitors; note: potency is the fitted concentration of half-maximal effect; % is set by controls: 0 for no effect and ±100 for the full control effect
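Cell-based growth assay: transgenic P. falciparum expressing firefly luciferase, cultured in red cells within RPMI 1640 containing 0.5% w/v Albumax, 24 mM bicarbonate and gentamycin. A drop in luciferase activity indicates inhibition.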
Shiga toxin inh: inhibitors of Shiga toxin in Vero cells; Vero cells, Shiga toxin protein synthesis inhibition reporter; inhibition, % at 38.7 µM; 290,000 tested, 9.2% active; in the data active = inhibition mostly above about 28%, no sharp cut-off; inactive = mostly below about 43%; note: 0% is about no effect
Giardia FBPA inh: Giardia lamblia aldolase inhibition; A8B2U2; purified Giardia FBPA; Potency, µM (highest dose often 59.6 µM), for the others: at the highest dose activity, negative = inhibition, usual class: inhibitors; 290,000 tested, 0.71% active; note: potency is the fitted concentration of half-maximal effect; % is set by controls: 0 for no effect and ±100 for the full control effect; nearly all actives have a fitted effect of over 55% in size
Target sequence (A8B2U2 whole entry, looked up): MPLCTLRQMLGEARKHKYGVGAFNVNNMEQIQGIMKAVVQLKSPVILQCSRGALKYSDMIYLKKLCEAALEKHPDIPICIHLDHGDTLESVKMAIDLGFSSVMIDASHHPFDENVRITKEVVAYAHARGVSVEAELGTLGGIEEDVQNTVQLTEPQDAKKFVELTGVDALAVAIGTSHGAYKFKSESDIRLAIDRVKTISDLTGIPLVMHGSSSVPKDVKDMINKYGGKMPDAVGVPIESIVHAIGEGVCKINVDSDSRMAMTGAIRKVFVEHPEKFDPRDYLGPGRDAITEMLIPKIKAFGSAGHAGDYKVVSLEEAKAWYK
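40 nM FBPA preincubated 10 min at RT with compound (up to 57.5 uM final), then substrate plus GAPDH/TPI/NAD/arsenate coupling and diaphorase/resazurin added. Fluorescence read after 20 min at RT, 525/598 nm.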
CHX counter: affects cycloheximide protein synthesis inhibition readout, counter-screen. cell reporter, cycloheximide protein synthesis inhibition counterscreen. max response, %. 300,000 tested, 12% active. AID 2314; in the data active = max response mostly above about 13%, no sharp cut-off; inactive = mostly below about 14%; note: read at 38.3 µM for the half of the compounds with a filed dose; 0% is about no effect
The depositor's hits bear a star; u = inconclusive; x = not tested or not shown; [ ] = dose if it differs, or a comment. Unless noted, calls come from the whole dose curve; as a rule, active = well fitted curve in the direction sought with a large enough effect; inconclusive = small, poorly fitted or top-dose-only effect, or another doubt; inactive = no such curve, though single readings can be large; an effect the other way counts as inactive or inconclusive.

mol,Pf growth 48h,Pf growth 96h,CHX counter,Giardia FBPA inh,HCV inh,Shiga toxin inh
O=S1(=O)N=C2CCCCCN2C(c2ccncc2)N1 (stereo not drawn),x,x,-3.3,2.5%,13.2%,-6.6
COc1ccccc1C(=O)Nc1cc2c(ccc3ccccc32)oc1=O,25.3%,62.2%[activator],10.2,x,x,14.8
Cc1ccc(NC(=O)Nc2ncccc2C)cc1,194.6%[activator],43.3%[activator],62.8*,-7.8%,10.1%,105.5*
COC(=O)c1cn(-c2ccc(F)cc2)c(=O)c2ccccc12,u,u,6.4,0.4%,-4.6%,-1.9
Cc1ccccc1OCC(=O)OCC(=O)c1ccc(OCc2ccccc2)cc1,123.2%[activator],-12.8%,59.5*,-3.2%,9.9%,80.8*
CC(C)c1nc(C#N)c(NN)o1,28.3%,18.3%,49.3*,u,6.1%,116.1*
COc1cccc(OC)c1C(=O)Nc1nc(-c2ccccc2)cs1,u,2.9%,4.4,4.7%,u,x
C=CCN(CC=C)CCOc1ccc(OC(C)C)cc1,u,u,17.8*,u,4.8%,83.8*
CCc1ccc2[nH]c(=O)c(CN(Cc3ccc4c(c3)OCO4)C(=O)c3ccco3)cc2c1,u,1.1%,11.1,-10.0%,u,-6.6
C[C@@H](NC(=O)c1nc[nH]c1C(=O)OCc1ccccc1)c1ccccc1,u,u,x,x,-0.2%,x
COc1ccc(Oc2cc(C)c3cccc(C)c3n2)cc1,x,u,-2.2,-1.7%,u,-5.5
Cc1ccccc1CC1(CO)CCCN(C(=O)c2ccccc2Cl)C1 (stereo not drawn),-2.7%,9.28µM*,-2.3,-0.1%,0.8%,44.3
O=C(c1ccccc1)c1coc2ccc(O)c(Cl)c12,-24.3%,-7.1%,67.4*,-23.5%,x,117.6*
O=C(NCC1CCCO1)c1ccccc1-c1nc(-c2ccc(Cl)cc2)no1 (stereo not drawn),30.9%[activator],8.1%,11.8*,2.4%,u,27.1
COc1ccc(CN2CCN(Cc3ccco3)CC2)cc1OC,74.6%[activator],u,-0.4,12.6µM*,3.5%,x
O=C1CN(C(=O)Cn2ncc(Cl)c(Cl)c2=O)c2ccccc2N1,-4.7%,u,-11.8,-4.3%,5.62µM*,-36.6
Cc1cc(Br)ccc1SCC(=O)OCC(=O)NCc1ccc2c(c1)OCO2,1.0%,-13.6%,-6.8,1.3%,17.3%,-4.9
CCN(CC(=O)Nc1cc(Cl)ccc1-n1cncn1)Cc1nc2ccccc2c(=O)[nH]1,-16.3%,u,x,x,8.1%,x
C=CCNC(=O)C1CC2Cn3c(nc4cc(C)c(C)cc43)C2N1C (stereo not drawn),53.9%[activator],69.2%[activator],-2.0,4.7%,9.6%,-6.2
CN(CCCC1CCCC1)C(=O)CC1C(=O)NCCN1Cc1cccc(F)c1F (stereo not drawn),u,u,-4.7,x,17.3%,-4.1
O=[N+]([O-])c1ccc(N=Cc2c(O)ccc3ccccc23)cc1,15.8%,17.6%,-1.9,u,-1.1%,17.0
COc1cc(OC)cc(C(=O)N2CCN(C(=O)COc3ccc4ccccc4c3)CC2)c1,-3.6%,x,14.7,-12.3%,-20.7%,56.3
N#C/C(=C\c1c(F)cccc1Cl)C(=O)NC1CC1,-15.6%,13.1µM*,10.3,x,-1.4%,-11.8
COc1cccc(C2NC(=O)NC(C)=C2C(=O)Nc2cccc(C)c2C)c1 (stereo not drawn),-2.3%,13.8%,6.7,0.2%,0.6%,43.7
CCOc1ccc(NC(=O)N2CCN(c3nc4ccccc4s3)CC2)cc1,u,x,1.1,2.9%,u,22.8
N#C/C(=C/c1ccccc1)c1nn(CCO)c(N)c1C#N,15.9%,-1.3%,27.1*,2.9%,-2.4%,26.6*
Cc1nsc2nc3c(F)c(F)c(F)c(F)c3cc12,49.4%[activator],11.8%,-4.5,-2.1%,-2.6%,-3.8
Cc1oc2c(C)c3oc(=O)c(CCC(=O)NCCCN4CCOCC4)c(C)c3cc2c1C,u,u,-2.7,-15.5%,u,-2.4
COC(=O)c1ccc(Oc2nc(SC)nc(N(C)C)n2)cc1,-21.8%,-14.5%,5.7,4.8%,-10.0%,-6.1
Cc1ccc(Cl)cc1NS(=O)(=O)c1cn(C)nc1C,11.5%,0.5%,8.3,x,8.1%,-27.6
c1ccc(-c2nc(NCCCn3ccnc3)c3oc4ccccc4c3n2)cc1,3.29µM*,2.33µM*,1.4,x,u,-4.9
COCCN1C(=O)C(=O)/C(=C(/O)c2ccc(S(=O)(=O)N3CCOCC3)cc2)C1c1cccc(O)c1 (stereo not drawn),25.7%,16.3%,-1.4,15.8%,3.1%,30.2
CC(C)c1c(C(=O)N/N=C/c2ccoc2)nnn1-c1nonc1N,25.6%,-21.0%,4.3,x,-25.6%,-4.6
COc1ccc(C(=O)O)cc1S(=O)(=O)N1CCSCC1,10.9%,-9.6%,-2.2,2.3%,13.9%,-3.7
COc1ccc(NC(=O)NNC(=O)C(C)Oc2ccc(C(C)C)cc2)c(OC)c1 (stereo not drawn),16.6%,u,20.8,x,6.4%,-6.5
CCN1C(C)=C(C(=O)OC(C)C)C(c2ccccc2Cl)C2=C1COC2=O (stereo not drawn),x,x,-3.5,1.3%,x,-9.0
CC(C)C[C@H](NC(=O)[C@H](Cc1ccccc1)NC(=O)CNC(=O)CNC(=O)[C@@H](N)Cc1ccc(O)cc1)C(=O)N[C@@H](CCCN=C(N)N)C(=O)N[C@@H](CCCN=C(N)N)C(=O)N[C@@H](CCC(N)=O)C(=O)N[C@@H](Cc1ccccc1)C(=O)N[C@@H](CCCCN)C(=O)N[C@H](C(=O)N[C@H](C(=O)N[C@H](C(=O)O)[C@@H](C)O)C(C)C)C(C)C,x,x,-5.4,9.1%,x,-3.7
Cc1cc(NC(=O)CSCC(=O)N2CCN(c3cccc(C(F)(F)F)c3)CC2)no1,u,-23.1%,x,x,-7.0%,x
Cc1cccc(C)c1NC(=O)C1CC(=O)N(C(C)C)C1 (stereo not drawn),-10.6%,x,2.1,2.2%,15.3%,25.2
Cc1cccc(OCc2nnc(SCC(=O)NCCc3ccccc3)o2)c1,-27.7%,3.7%,3.0,0.5%,2.8%,-6.2
CC(C)N(C(=O)CSc1nc2ccccc2n1Cc1ccc(F)cc1)C(C)C,4.65µM*,26.8%,9.1,-6.6%,u,-5.6
CCOc1ccc(NC(=O)Cn2c(=O)n(CCCC(=O)NC3CCN(Cc4ccccc4)CC3)c(=O)c3ccccc32)cc1,5.22µM*,-21.8%,-2.8,4.4%,u,-4.5
C=CCn1c(SCc2ccccc2Cl)nnc1-c1sc2nc(C)cc(C)c2c1N,11.7µM*,u,1.2,-2.7%,u,1.9
c1ccc(C[C@H]2CNCCN2CCC23CC4CC(CC(C4)C2)C3)cc1,u,u,x,x,u,x
c1ccc(-c2nnc(OCC3CCCO3)c3ccccc23)cc1 (stereo not drawn),-3.2%,72.1%[activator],-1.7,-0.5%,-20.6%,-2.6
CC1CCN(C(=O)CSc2nnc(Cc3cccn3C)n2CCc2ccccc2)CC1,u,11.1%,-5.1,1.3%,-4.5%,-8.5
COc1cccc(NCCC(=O)c2cccc([N+](=O)[O-])c2)c1,120.1%[activator],u,34.7*,-11.6%,-28.0%,67.3*
CC(=O)Nc1ccc2c(COC(=O)[C@H](C)N3C(=O)C4CCCCC4C3=O)cc(=O)oc2c1 (stereo partly drawn),-13.5%,-9.9%,0.6,-0.8%,16.2%,-8.0
C=CCNc1sc(C(=O)C(C)(C)C)c(N)c1C#N,-12.4%,17.5%,-5.4,-5.5%,u,4.3
Cc1ccc(C2CC(c3ccccc3Cl)n3nc(N)nc3N2)cc1 (stereo not drawn),x,18.0%,3.5,2.6%,10.3%,7.3
CN(C)S(=O)(=O)c1ccc(NC(=O)CN2CCCc3ccccc32)cc1,-14.3%,u,11.8,-12.7%,3.7%,43.2
COc1cc(C(=O)N/N=C/c2sc(N3CCOCC3)nc2-c2ccccc2)cc(OC)c1OC,18.2%,-1.5%,-3.6,-0.4%,u,20.2
Cc1ccc(C(=O)NNS(=O)(=O)c2ccc(F)cc2)cc1,0.0%,4.8%,6.6,-14.4%,-1.6%,21.0
Cc1ccc(OCc2nnc(SCC(=O)NCc3ccco3)n2C)cc1,3.8%,-16.8%,0.6,-1.1%,2.2%,2.5
CCOc1cc(/C=C/c2ccc3cccc([N+](=O)[O-])c3n2)ccc1OCC(=O)N(C)C,u,u,3.0,-28.0%,u,10.2
CCCCCc1cc(=O)oc2c(C(CCN3CCCC(C)C3)c3ccc(OC)cc3)c(OC)cc(OC)c12 (stereo not drawn),u,3.29µM*,-7.1,-21.7%,4.3%,-2.3
O=C(NNC(=O)c1cc2cc3ccccc3nc2s1)c1cccc(Cl)c1,11.4%,0.0%,7.3,8.7%,4.2%,19.1
Nc1nc(-c2ccccc2)cc(-c2ccccc2O)n1,20.1%,u,9.2,-0.4%,1.2%,15.9
CC(=NCC1CCCO1)C1=C(O)CC(C)(C)CC1=O (stereo not drawn),-4.5%,15.0%,22.2,0.6%,3.3%,10.8
COC(=O)C1CCCN1C(=O)COc1ccc(Br)cc1Cl (stereo not drawn),9.2%,12.1%,0.6,0.8%,28.8%,17.8

Remaining list, next part.
mol,Pf growth 48h,Pf growth 96h,CHX counter,Giardia FBPA inh,HCV inh,Shiga toxin inh
CCN(CC)C(=O)C(C)OC(=O)c1ccc(O)cc1 (stereo not drawn),10.1%,149.8%[activator],-2.8,-4.8%,-5.6%,-15.2
O=C(c1cccc(F)c1)N1CCCN(C(=O)c2cccc(F)c2)CC1,10.9%,7.6%,-1.0,4.9%,6.1%,-3.3
COc1cccc(-c2nc(CS(=O)(=O)CC(=O)NCc3ccc4c(c3)OCO4)c(C)o2)c1,-11.1%,u,0.7,-0.5%,-24.1%,-16.0
Cc1ccc(-c2[nH]nc3c2C(c2ccsc2)C(C#N)=C(N)O3)cc1 (stereo not drawn),x,u,-4.0,-5.3%,18.4%,3.1
CCOc1ccc(NS(=O)(=O)c2ccc(C)c(C(=O)NCCCn3ccnc3)c2)cc1,u,-24.9%,-4.4,4.3%,-4.7%,19.2
COC(=O)/C(C#N)=C/c1occc1C,-1.1%,-9.8%,-4.2,6.2%,4.5%,-2.7
CCOc1ccccc1-c1nnc(SCC(=O)NC2CC3CCC2C3)n1CC (stereo not drawn),u,-18.1%,-2.0,-8.1%,4.5%,-2.7
Cc1cccc(NS(=O)(=O)c2cc3c4c(c2)CCC(=O)N4CCC3)c1,-6.2%,-21.2%,x,x,u,x
Cc1ccc(S(=O)(=O)Nc2ccc(O)c3ncccc23)cc1,u,0.2%,-3.1,-0.8%,u,22.6

Record cards, from the list above:
CCN(CC)C(=O)C(C)OC(=O)c1ccc(O)cc1 (stereo not drawn) is listed as Pf growth 48h = 10.1%; Pf growth 96h = 149.8%[activator]; CHX counter = -2.8; Giardia FBPA inh = -4.8%; HCV inh = -5.6%; Shiga toxin inh = -15.2
CCOc1ccc(NS(=O)(=O)c2ccc(C)c(C(=O)NCCCn3ccnc3)c2)cc1 is listed as Pf growth 48h = u; Pf growth 96h = -24.9%; CHX counter = -4.4; Giardia FBPA inh = 4.3%; HCV inh = -4.7%; Shiga toxin inh = 19.2
O=C(c1cccc(F)c1)N1CCCN(C(=O)c2cccc(F)c2)CC1 is listed as Pf growth 48h = 10.9%; Pf growth 96h = 7.6%; CHX counter = -1.0; Giardia FBPA inh = 4.9%; HCV inh = 6.1%; Shiga toxin inh = -3.3

From PubChem

This is a random part of the collection, and some 24% of all compounds hit somewhere here.
